RBX1-CUL1 inh – human ROC1-CUL1 E3 ligase inhibition. hit rate 0.6% among 140,000. in vitro K48 di-Ub FRET, acceptor:donor ratio, 45 min. P62877+Q13616. inhibition, % at 10 µM; in the data active = inhibition above about 25%
Target sequence (P62877 whole entry, looked up): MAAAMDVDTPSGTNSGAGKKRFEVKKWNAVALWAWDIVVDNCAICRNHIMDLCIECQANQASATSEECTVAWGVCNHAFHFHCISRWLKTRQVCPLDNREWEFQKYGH
Target sequence (Q13616 whole entry, looked up): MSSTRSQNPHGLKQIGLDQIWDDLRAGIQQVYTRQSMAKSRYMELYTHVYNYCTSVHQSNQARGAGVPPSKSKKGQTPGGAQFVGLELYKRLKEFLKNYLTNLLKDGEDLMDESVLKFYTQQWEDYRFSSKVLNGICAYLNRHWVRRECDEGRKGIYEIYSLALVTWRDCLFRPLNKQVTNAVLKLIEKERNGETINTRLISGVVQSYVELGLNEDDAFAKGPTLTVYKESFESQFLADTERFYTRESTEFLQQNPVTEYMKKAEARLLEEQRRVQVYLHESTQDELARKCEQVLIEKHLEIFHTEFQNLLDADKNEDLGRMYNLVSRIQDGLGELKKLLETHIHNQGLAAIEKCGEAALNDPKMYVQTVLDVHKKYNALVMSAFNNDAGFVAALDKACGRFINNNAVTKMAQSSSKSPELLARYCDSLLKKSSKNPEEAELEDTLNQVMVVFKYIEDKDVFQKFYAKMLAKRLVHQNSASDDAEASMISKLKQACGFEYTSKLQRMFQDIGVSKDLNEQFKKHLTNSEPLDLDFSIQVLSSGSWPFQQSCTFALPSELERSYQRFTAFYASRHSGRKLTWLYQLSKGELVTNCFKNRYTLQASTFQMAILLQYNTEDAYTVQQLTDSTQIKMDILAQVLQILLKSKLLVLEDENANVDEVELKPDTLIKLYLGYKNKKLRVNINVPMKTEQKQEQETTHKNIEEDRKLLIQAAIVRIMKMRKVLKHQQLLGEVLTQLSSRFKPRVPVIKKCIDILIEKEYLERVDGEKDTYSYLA
* marks the source's active call; other numbers are inactive results; & = joins results of further samples.

SMILES	RBX1-CUL1 inh
COc1ccc(N=c2oc3ccc(OC)cc3cc2-c2nc3ccccc3[nH]2)cc1	7
CN1C(=O)C(C(=O)/C=C/c2ccccc2)C(=O)N(C)C1=O	0
O=C(c1cccc(Cl)c1)N(Cc1ccco1)Cc1ccccc1Cl	-3
Cc1cc(Br)cc2c1N(Cc1ccccc1OC(C)C)C(=O)C2=O	6
Cc1c(C(=O)Nc2cccc3ccccc23)cnn1-c1ccccc1	6
OC1CCCN(Cc2ccc(-c3ccn(C[C@H](O)c4ccccc4)n3)s2)C1 (stereo partly specified)	2
Cc1ccc(Cn2c(SCC(=O)N/N=C/c3ccncc3)nc3ccccc32)cc1	-12
CC(=O)C1C(=O)C2=C3N(C1=O)c1ccccc1C3(C)CCC2 (stereo unspecified)	4
CCOc1cccc(C(=O)N(Cc2ccc(CC)cc2)C2CCS(=O)(=O)C2)c1 (stereo unspecified)	-10
CC(=O)N1c2ccc(S(=O)(=O)NCC3CCC(C(=O)Nc4ccccc4C)CC3)cc2CC1C (stereo unspecified)	3
CC(C)n1oc2c(N)c(Cl)ccc2c1=O	-1
CCc1nc(-n2nc(-c3ccccc3)cc2-c2ccccc2)n[nH]1	12
CCOC(=O)C1=C(C)N(C)C(=O)NC1c1cccc(F)c1 (stereo unspecified)	-5
Cc1cc(C)c(NC(=O)c2ccc(Br)o2)c(Cl)c1	0
O=C(NCCc1ccc(F)cc1)C(=O)NCC(c1cccs1)S(=O)(=O)c1ccccc1 (stereo unspecified)	-4
CC(C)CC(=O)NC(=S)Nc1ccc2c3c(cccc13)CC2	-5
CCc1nnc2c3ccccc3nc(Nc3cc(C)cc(C)c3)n12	1
O=C(COC(=O)c1cc(-c2ccc(Cl)c(Cl)c2)nc2ccccc12)c1ccc(-c2ccccc2)cc1	-4
CC(C)Oc1ccc(C(=O)NC2CCCC2)cc1	8
COc1cccc(CNC(=O)CCn2ccc3cc(S(=O)(=O)N4CCCC4)ccc32)c1	0
CC(=O)c1ccc(NC(=O)COC(=O)c2ccccc2Cl)cc1	-5
N#Cc1c(-c2cccc(F)c2)cc(-c2ccccc2)nc1Br	10
Cc1oc(-c2ccc(F)cc2F)nc1CN(C)C1CCOC1 (stereo unspecified)	4
COc1ccc(C(=O)N2CCN(c3cc(Cl)ccc3C)CC2)cc1C	-4

Looked up above:
For RBX1-CUL1 inh, `CC(C)Oc1ccc(C(=O)NC2CCCC2)cc1` has 8
For RBX1-CUL1 inh, `COc1ccc(C(=O)N2CCN(c3cc(Cl)ccc3C)CC2)cc1C` has -4

Next part:
SMILES	RBX1-CUL1 inh
O=C(CC(Sc1ccc(Cl)cc1)c1ccc(Cl)cc1)c1ccc2ccccc2c1 (stereo unspecified)	-4
Cc1ccc(-c2nnc(Nc3ccc(OC(F)(F)Cl)cc3)c3ccccc23)cc1S(N)(=O)=O	-2
CC(C)=C(c1ccccc1)c1cc2ccccc2[nH]1	-6
CCN(CC)C(=O)C1CCN(C(=O)c2cnn(-c3ccccc3)c2-n2cccc2)CC1	-13
O=C1CCC2c3ccc4ccccc4c3CCN12 (stereo unspecified)	4
O=C(O)c1ccc(NC(=O)c2nnn(-c3ccccc3)c2-c2ccccc2)cc1	0
CCOc1cc(S(=O)(=O)NCCOC)ccc1F	0
Cc1c(NCc2ccc3c(c2)OCCO3)cccc1C(=O)O	0
COc1ccc(CCN(C)C2CCCN(C(=O)CCc3cccs3)C2)cc1OC (stereo unspecified)	8
c1ccc(-c2ccccc2OCCCC2=NCCN2)cc1	1
O=C(NCc1cccc(Br)c1)c1cnn(-c2ccc(F)cc2)c1-n1cccc1	6
CCN(CC)CCN1C(=O)C(=O)C(C(=O)c2ccc(Cl)cc2)C1c1cccc(Br)c1 (stereo unspecified)	-4
O=C(N/N=C/c1c(F)cccc1Cl)c1cccs1	0
O=S(=O)(Cc1ccc(Br)cc1)NCC1CCCO1 (stereo unspecified)	1
O=C(CS(=O)(=O)c1ccccc1)N1CCOCC1	4
CCC(=O)Nc1ccc(N2CCN(C(=O)c3cc(Cl)ccc3OC)CC2)cc1	4
COc1ccc(Cn2c(C(=O)O)c(CNCc3ccc(C)o3)c3ccc(C)cc32)cc1	7
CCC(C(=O)N1CCN(c2ccc(OC)cc2)CC1)n1nc(C)n2c(cc3occc32)c1=O (stereo unspecified)	-3
Nc1nc(N)nc(-c2ccc(I)cc2)n1	-1
CC(C)(C)C1=C(Cl)C(=O)C(c2ccccc2)C(=O)N1c1ccc(Cl)cc1 (stereo unspecified)	7
COc1cccc(NC(=O)C2CC(=O)N(C(C)c3ccccc3)C2)c1 (stereo unspecified)	3
O=C(/C=C/c1ccc(F)cc1)NCc1cccc(CNC(=O)/C=C/c2ccc(F)cc2)c1	5
O=C1CSC(c2ccccc2)N1CCSC12CC3CC(CC(C3)C1)C2 (stereo unspecified)	6
CC(NC(=O)c1ccc2c(c1)N(Cc1ccc(Cl)cc1)C(=O)c1ccccc1S2(=O)=O)c1ccccc1 (stereo unspecified)	1
COc1ccc(CNC(=O)C(=O)NCC(c2cccnc2)N2CCN(c3ccccc3F)CC2)cc1 (stereo unspecified)	1
CCOc1cccc(-c2nnc(SCC(=O)c3ccc(Br)cc3)n2C)c1	0
CC(C)c1ccc(-c2csc3nc[nH]c(=O)c23)cc1	5
Cc1ccc2c(-c3nnnn3-c3ccc(Cl)cc3)c[nH]c2c1C	-3
COc1ccccc1NC(=O)Cn1c(=O)n(-c2cccc(C(C)=O)c2)c(=O)c2c3c(sc21)CN(C(C)=O)CC3	-1
CCCN1CCC(N2CCCC(CO)(Cc3cccc(Cl)c3)C2)CC1 (stereo unspecified)	0
CCc1ccc(NC(=O)Cn2ccn(-c3ccc(C)c(C)c3)c(=O)c2=O)cc1	-6
O=C(CN1CCCCC1)NCc1ccc(Cl)cc1	4
Cc1ccccc1OCCN1C2=NCCN2C(=O)c2ccccc21	-5
CCOC(=O)c1cccc(NC(=O)CSc2ncc3c(n2)-c2ccccc2N(C)S3(=O)=O)c1	-11
COc1ccc(-c2nnc(-c3ccc(NC(C)=O)cc3)o2)cc1	6
COc1ccc(N2CSC(=S)N(C)C2)cc1	4

Three compounds drawn at random from the list so far, as already listed:
SMILES	RBX1-CUL1 inh
CCOC(=O)C1=C(C)N(C)C(=O)NC1c1cccc(F)c1 (stereo unspecified)	-5
CCC(C(=O)N1CCN(c2ccc(OC)cc2)CC1)n1nc(C)n2c(cc3occc32)c1=O (stereo unspecified)	-3
Cc1ccccc1OCCN1C2=NCCN2C(=O)c2ccccc21	-5

Remaining list, next part.
SMILES	RBX1-CUL1 inh
CC(O)CNCCNCc1cccs1 (stereo unspecified)	1
CN1C(=O)COc2ccc(C(=O)c3ccccc3C(=O)O)cc21	3
COC(=O)c1ccc(C(=O)OC)c(NC(=O)c2cnn3c(C(F)F)cc(-c4ccc(C)cc4)nc23)c1	-9&-9
C#CC(C)(C)NS(=O)(=O)c1cc(-c2nnc(Nc3ccc(OC(F)(F)Cl)cc3)c3ccccc23)ccc1C	0
CCCC(C)NC(=O)C1CCN(S(=O)(=O)N(C)C)CC1 (stereo unspecified)	1
Fc1ccc(Sc2nnnn2-c2ccccc2)cc1	-12
O=C(CSc1n[nH]c(-c2ccccc2)n1)N1CCCCC1	1&-1
COc1ccc(NC(=O)N=C2CNC(=O)NC2=O)c(OC)c1	-1
O=C1NCC(c2ccccc2)C1C(=O)N/N=C\c1ccc(Cl)c(Cl)c1 (stereo unspecified)	-12
Cc1ccc(C(=O)Nc2ccc(C(=O)Nc3cccc4ccccc34)cc2)cc1	3
C=CCn1c(COc2ccc3ccccc3c2)nnc1SCC(=O)Nc1ccccc1Cl	-8
O=C(NCC1Cc2cccc(-c3ncccn3)c2O1)c1cccs1 (stereo unspecified)	0
C=CC[C@@H]1Cc2ccccc2[C@@H](CCCC)N1	9
CCCCc1c([O-])[n+](-c2ccc(Cl)cc2)c2ccc(-c3ccccc3)nn2c1=O	5
CCC(C(=O)NCc1ccccc1OC)n1nc(C)n2c(cc3occc32)c1=O (stereo unspecified)	5
COc1ccc(NC(=O)CC(NCc2ccccn2)C(=O)O)cc1 (stereo unspecified)	-3
COc1ccc(-c2cc(-c3ccccc3)nc3sc(C(=O)Nc4ccccc4C)c(N)c23)cc1	-5
CC#CCN1C(=O)NC(CCCc2ccccc2)(C2CCN(Cc3ccccc3O)CC2)C1=O (stereo unspecified)	7
CC(=O)N1CCC(Oc2ccc(Cl)cc2C(=O)NC2CCOC(C)(C)C2)CC1 (stereo unspecified)	7
CCC1CCC(C(=O)NC(C(=O)Nc2cccc(OC)c2)C(C)C)CC1 (stereo unspecified)	6
O=C(Oc1ccccc1O)c1cccc(Cl)c1	-2
COc1ccc(-c2cc(C(F)(F)F)c(C#N)c(SCC(=O)Nc3ccc(F)cc3)n2)cc1	-11
N#Cc1cccc(Oc2ccc(C3CCCCC3)cc2)c1C#N	0
Cn1c(C(O)(c2ccccc2)c2ccccc2)nc2ccccc21	-7
CC1CCN(C(=O)c2ccccc2N(C)S(C)(=O)=O)CC1	-3
Cc1cccc(-c2noc(-c3ccc(NC4CCCC4)c([N+](=O)[O-])c3)n2)c1	-6
Cc1cc2oc(C(=O)N(Cc3ccc(N(C)C)cc3)CC3CCCO3)c(C)c2cc1C (stereo unspecified)	-3
c1ccc(CNc2nc3nonc3nc2NC2CCC2)cc1	9
CCc1ccc(CN2CCc3c(C(=O)N4CCc5ccccc5C4)c(OC)cc(=O)n3CC2)cc1	-3
CCOc1cc(S(=O)(=O)N2CCCC(C)C2)c(C)cc1C (stereo unspecified)	2
Nc1c(C(=O)Nc2cc(F)ccc2F)sc2nc(-c3cccs3)ccc12	-6
C=C(C)CN(CC)Cc1cnc(S(=O)(=O)CC)n1CCCC	-3
COc1ccc(NC(=O)c2ccc(-c3nc(CSc4ccc(C)cc4)c(C)o3)cc2)cc1Cl	-2
O=C(Nc1cccc(Br)c1)c1ccco1	-8
CCOC(=O)c1c(C)[nH]c(CCC(=O)Nc2ccc(OC)c(OC)c2)c1C	-3
COc1ccc(-c2[nH]ncc2C(=O)NCc2cccc(OC)c2)cc1	-5
CCN(CC)C(=O)Cn1c(=O)n(CCc2ccccc2)c(=O)c2ccccc21	-6
O=C(Nc1ccccc1C(=O)OCc1cc(=O)n2c3c(sc2n1)CCCC3)c1ccc(Cl)cc1	-15
COc1ccc(CNC(=O)c2cnc(N3CCOCC3)c3ccccc23)cc1	-10
Cc1scc(C(=O)NNC(=S)NCC(C)C)c1C	3
Cc1c(Cl)cccc1Nc1nn2c(=O)c3ccc(C(=O)NCCC4=CCCCC4)cc3nc2s1	-2
O=C(NCCCN1CCN(c2ccccc2)CC1)c1cc2c(s1)-c1ccccc1OC2	-6
Cc1ccc(/C=N/N(Cc2ccccc2)c2ccccc2)o1	-2
COc1ccccc1Nc1nc2ccccc2n1C	6
CCOc1ccc(N2C(=O)c3ccccc3NC2c2cccc(Br)c2)cc1 (stereo unspecified)	0
O=C(Nc1ccc(F)c(Cl)c1)c1ccncc1	8
Cc1cnc(C(=O)N2CCOc3ccc(C(O)C(c4ccccc4)c4ccccc4)cc3C2)cn1 (stereo unspecified)	-2
O=C(NC1CC1)C1CCCN(C2CCN(C(=O)Cc3ccccc3)CC2)C1 (stereo unspecified)	8

6 of the compounds above, bar-delimited:
smiles | RBX1-CUL1 inh
CCN(CC)CCN1C(=O)C(=O)C(C(=O)c2ccc(Cl)cc2)C1c1cccc(Br)c1 (stereo unspecified) | -4
O=C(N/N=C/c1c(F)cccc1Cl)c1cccs1 | 0
O=S(=O)(Cc1ccc(Br)cc1)NCC1CCCO1 (stereo unspecified) | 1
O=C(CS(=O)(=O)c1ccccc1)N1CCOCC1 | 4
CCC(=O)Nc1ccc(N2CCN(C(=O)c3cc(Cl)ccc3OC)CC2)cc1 | 4
COc1ccc(Cn2c(C(=O)O)c(CNCc3ccc(C)o3)c3ccc(C)cc32)cc1 | 7

Next compounds.
SMILES	RBX1-CUL1 inh
CCOC(=O)C1=C(c2ccccc2)OC(=N)C(C#N)C1c1ccccc1 (stereo unspecified)	-9
Cc1cc(C(F)(F)F)nn1CC(=O)N1N=C(c2ccc3ccccc3c2)CC1c1ccccc1O (stereo unspecified)	-2
OC(COc1ccccc1-c1cccc(-c2ccn[nH]2)c1)CN1CCOCC1 (stereo unspecified)	2
Cc1nc2sccn2c1C(=O)Nc1nc(-c2ccc(Cl)cc2)cs1	-2
CN(CCCNC(=O)c1cc2c(=O)n(C)c3ccccc3c2s1)Cc1ccccc1	8
Cc1ccc2nc(N3CCN(c4ccccc4Cl)CC3)nc(-c3ccccc3)c2c1	2
COc1ccc(-c2c3c(nc4sc(C#N)c(N)c24)C(=O)c2ccccc2-3)cc1	-5
CCn1c(CNC(=O)c2ccccc2)nnc1SCC(=O)Nc1ccc(C)cc1C	5
Cc1nn(C)cc1CNCC1(O)CCCN(Cc2ccc(F)cc2)C1=O (stereo unspecified)	-10
COc1ccc(C2CC(=O)C3C(=Nc4ccccc4N(C(=O)c4cc(OC)c(OC)c(OC)c4)C3c3ccccc3Cl)C2)cc1 (stereo unspecified)	6
Cc1ccc(CCNC(=O)c2cc3c(s2)-c2c(C)cccc2OC3)cc1	-5
O=S1(=O)C(c2ccccc2)=CC1c1ccccc1 (stereo unspecified)	-3
Nc1cc(C(=O)N2CCOCC2)ccc1Cl	-5
N#Cc1c(SCc2cccc(F)c2)nsc1SCc1cccc(F)c1	2
COc1ccc(CNC(=O)c2ccc(N3CCCCC3)cc2)cc1	3

Arranged by molecular weight (ascending): part of the list above.
SMILES	RBX1-CUL1 inh
COc1ccc(-c2c3c(nc4sc(C#N)c(N)c24)C(=O)c2ccccc2-3)cc1	-5
Cc1ccc2nc(N3CCN(c4ccccc4Cl)CC3)nc(-c3ccccc3)c2c1	2
CN(CCCNC(=O)c1cc2c(=O)n(C)c3ccccc3c2s1)Cc1ccccc1	8

Source: PubChem (Icahn School of Medicine at Mount Sinai)

These rows are one share of the data; rates above refer to the full screens.
